# HKDC1 inhibitor – blocks human hexokinase HKDC1 activity | Q2TB90 | recombinant HKDC1, G6PDH/diaphorase resazurin coupled fluorescence | inhibition, % at 20 µM | actives 0.16% (n = 340,000);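 active means inhibition above about 35% when tested at 20 µM, limit read from the data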;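 further: plate controls were DMSO wells with enzyme for no effect and DMSO wells lacking enzyme for full effect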
#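 Assay system: recombinant HKDC1 hexokinase; detection: coupled resazurin fluorescence, excitation 525 nm, emission 613 nm; benchmarks: DMSO-plus-enzyme-mix negative control, buffer-substituted positive control; compound dosing: single 20 µM dose; schedule: 90 min at room temperature in dark; also added: glucose plus 1 mM ATP as hexokinase substrates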
# Apaf-1 inh – human Apaf-1 inhibition; O14727; actives 0.71% (n = 330,000); reconstituted apoptosome caspase-3 activity, DEVD-Rh110 fluorescence; inhibition, % at 20 µM; active means inhibition of at least 40% at 20 µM;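 further: plate controls were DMSO wells for no effect and DEVD-CHO caspase inhibitor wells for full effect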
#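 System – cell-free apoptosome with Apaf-1, procaspase-3 and caspase-9 · Buffer or medium – pH 7.5 Hepes buffer with CHAPS, BSA, DTT · Also added – cytochrome c with DEVD-Rh110 · Times – 30 min compound preincubation, 50 min activation, room temperature · Technique – Rh110 fluorescence intensity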
# SENP8 block-1 – inhibitors of human SENP8 protease; actives 0.64% (n = 360,000); AID 602440; inhibition, % at 20 µM; recombinant SENP8, Nedd8 substrate fluorescence; Q96LD8; in the data active means inhibition mostly above about 40%, no sharp cut-off; inactive means mostly below about 27%
# PfG6PD inh – PfG6PD (Plasmodium falciparum) enzyme inhibition; PfGluPho enzyme, NADPH resazurin-diaphorase fluorescence; inhibition, % at 20 µM; actives 0.78% (n = 350,000); AID 504690;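 active means inhibition reaching at least a set limit at 20 µM in the primary screen, cut at about 59% in these data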;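 further: 0% = DMSO wells with substrate and 100% = DMSO wells lacking glucose-6-phosphate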
# SENP1 inh – inhibitors of human SENP1 SUMO protease catalytic domain; Q9P0U3; recombinant SENP1 catalytic domain, CyPet-SUMO1-YPet FRET cleavage; inhibition, % at 10 µM; actives 0.21% (n = 360,000); AID 624204;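 active means inhibition at least 30% at 10 µM, raw YFP signal under a set limit, fluorescence ratio 0.5 to 1.5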;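 further: 0% = enzyme with DMSO and 100% = no enzyme wells; some results filed as inactive read as strong as hits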
# Target sequence (Q9P0U3 419-644 limits assumed): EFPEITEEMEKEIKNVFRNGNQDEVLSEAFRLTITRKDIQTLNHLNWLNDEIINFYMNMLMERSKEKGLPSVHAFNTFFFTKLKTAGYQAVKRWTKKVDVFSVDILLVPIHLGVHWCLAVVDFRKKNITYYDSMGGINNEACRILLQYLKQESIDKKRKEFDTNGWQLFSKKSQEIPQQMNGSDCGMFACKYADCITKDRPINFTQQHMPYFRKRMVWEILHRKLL
#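 System: Recombinant human SENP1 catalytic domain, His6-tagged | Incubation: Enzyme reaction for 50 min at room temperature, dark | Medium: Tris pH 8 with BME, BSA, NP40 and catalase | Also added: 25 nM SUMO1 FRET substrate | Compound: 10 µM single point, 0.5% DMSO | Measured by: FRET fluorescence in CFP and YFP emission channels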
# SENP7 inh – inhibitors of human SENP7 protease; inhibition, % at 5 µM; Q9BQF6; actives 1.5% (n = 330,000); recombinant SENP7, Z-RLRGG-aminoluciferin luminescence, 40 min;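 active means inhibition above about 50% at the single test dose, limit read from the data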;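 further: plate controls were DMSO with enzyme for no effect and no enzyme buffer wells for full effect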
# Target sequence (Q9BQF6 706-1050 limits assumed): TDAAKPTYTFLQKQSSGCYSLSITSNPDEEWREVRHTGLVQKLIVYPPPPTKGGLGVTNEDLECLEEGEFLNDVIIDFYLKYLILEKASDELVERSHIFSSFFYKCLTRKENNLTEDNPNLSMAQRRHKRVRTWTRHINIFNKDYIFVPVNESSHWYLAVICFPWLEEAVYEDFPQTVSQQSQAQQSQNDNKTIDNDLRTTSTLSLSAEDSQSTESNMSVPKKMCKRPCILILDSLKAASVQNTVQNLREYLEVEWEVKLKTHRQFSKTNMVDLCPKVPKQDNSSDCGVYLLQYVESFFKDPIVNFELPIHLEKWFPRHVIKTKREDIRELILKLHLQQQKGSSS
# SENP8 block-2 – blocks the human protease SENP8 | AID 2540 | purified SENP8, Z-RLRGG-aminoluciferin cleavage, luminescence | Q96LD8 | actives 1.2% (n = 330,000) | inhibition, % at 10 µM; in the data active means inhibition above about 50%
# NLRP3 yeast inh – inhibitors of NALP3 inflammasome in yeast; AID 2825; Yeast reconstituted NLRP3/ASC/caspase-1, beta-gal luminescence, 24 h; inhibition, % at 10 µM; actives 0.39% (n = 330,000);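 active means inhibition of 50% or more; inactive means inhibition below 50%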;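 further: plate controls were induced DMSO wells for no effect and uninduced yeast grown without galactose for full effect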
# SENP6 block – blocks the human protease SENP6. Q9GZR1. Recombinant SENP6 catalytic domain, aminoluciferin luminescence. inhibition, % at 10 µM. actives 1.8% (n = 330,000). AID 2599;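 active means inhibition above about 50% at the single tested dose, limit read from the data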;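 further: plate controls were DMSO wells with enzyme for no effect and DMSO wells lacking enzyme for full effect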
# Target sequence (Q9GZR1 628-1112 limits assumed): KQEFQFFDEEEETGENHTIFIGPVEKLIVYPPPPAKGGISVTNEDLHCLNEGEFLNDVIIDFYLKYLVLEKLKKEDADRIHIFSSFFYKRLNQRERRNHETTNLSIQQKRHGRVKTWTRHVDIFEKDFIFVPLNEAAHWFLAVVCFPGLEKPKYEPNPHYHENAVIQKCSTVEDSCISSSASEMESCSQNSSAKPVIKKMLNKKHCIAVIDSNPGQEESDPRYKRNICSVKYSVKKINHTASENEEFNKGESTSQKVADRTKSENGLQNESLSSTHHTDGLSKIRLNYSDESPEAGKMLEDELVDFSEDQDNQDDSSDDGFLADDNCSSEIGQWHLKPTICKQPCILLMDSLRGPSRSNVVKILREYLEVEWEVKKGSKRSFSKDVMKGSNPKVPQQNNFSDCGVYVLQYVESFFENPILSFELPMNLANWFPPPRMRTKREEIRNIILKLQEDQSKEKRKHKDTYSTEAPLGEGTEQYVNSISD
# Starred values were filed as active, the others as inactive; / = no result given.
SMILES	SENP7 inh	NLRP3 yeast inh	SENP1 inh	SENP8 block-2	HKDC1 inhibitor	SENP6 block	Apaf-1 inh	PfG6PD inh	SENP8 block-1
Cc1cc(C)n2nc(C(=O)Nc3ccc4c(c3)OCO4)nc2n1	4	2	7	-5	-1	-8	3	32	-4
O=C(OCc1cc(-c2ccccc2)no1)c1ccc2ccccc2n1	2	24	2	0	-1	11	16	6	14
O=C(NNS(=O)(=O)c1c(F)cc(F)c(Cl)c1F)C12CC3CC(CC(C3)C1)C2	-8	-12	1	-1	/	-11	4	/	22
CC(Oc1ccccc1)C(=O)Nc1nnc(S(=O)(=O)N2CCCCCC2)s1 (stereo not given)	5	14	-5	0	-1	8	17	-32	1
COc1ccc(-c2nnn(CCC(=O)O)n2)cc1	1	-1	0	10	-7	-4	-15	-8	10
O=C(CN1CCC(c2nc3ccccc3[nH]2)CC1)Nc1ccc2c(c1)OCO2	-1	4	-4	-2	-9	-6	-9	-4	2
COc1cc(C2C(S(=O)(=O)c3ccccc3)CON2C)ccc1OCc1ccc(F)cc1 (stereo not given)	0	7	/	1	4	-1	6	7	/
COCCC(=O)N1CCC(Oc2ccc(C(=O)NCc3nccn3C)cc2)CC1	-8	9	0	-3	-4	5	3	-5	7
CCN1C(=O)CC2CCCC1C2 (stereo not given)	/	/	-1	/	-3	/	/	4	9
COc1ccc2oc(=O)c(C(=O)OCC(=O)c3ccc([N+](=O)[O-])cc3)cc2c1	-3	15	/	-5	/	-3	2	/	/
CCOC(=O)c1c(CN2CCC(C)CC2)oc2ccc(OC)cc12	3	17	2	-3	-5	-3	-1	9	1
Nn1c(SCC(=O)Nc2ccc3c(c2)OCO3)nnc1-c1ccncc1	-3	8	0	2	-5	-12	-14	13	-1
O=C(/C=C/c1cccc(C(F)(F)F)c1)N1CCN(c2ccccn2)CC1	4	9	-3	11	3	5	5	-2	4
Cc1cc(=O)[nH]c(SCC(=O)NCC2CCCO2)n1 (stereo not given)	1	1	1	1	3	-14	-25	-22	15
O=C(C1CCCCC1)N1CCCC(c2nc3c(nnn3Cc3ccccc3)c(=O)[nH]2)C1 (stereo not given)	-18	-2	0	-6	1	4	10	-12	7
C[C@H](CO)N1C[C@H](C)[C@@H](CN(C)S(=O)(=O)c2ccccc2)Oc2ccc(NC(=O)Cn3cnnn3)cc2C1=O	3	0	-2	7	-1	11	4	2	4
O=C(O)[C@H](Cc1ccccc1)Nc1ccc([N+](=O)[O-])cn1	2	-7	-7	0	0	7	5	5	-1
Cc1ccc(/C=N/NC(=O)Cn2cnc3ccccc32)o1	5	-5	1	5	0	-7	-27	-14	34
O=C1CC(Sc2ncccc2C(=O)O)C(=O)N1 (stereo not given)	-2	2	1	7	-2	15	-11	-10	10
O=C(C[C@H]1C/C=C/CC[C@@H](Cc2ccc(F)cc2)C(=O)O[C@@H](c2ccccc2)CNC1=O)NCCO	-2	12	2	-7	-4	-2	9	2	14

# Single entries from above.
# Result for O=C(/C=C/c1cccc(C(F)(F)F)c1)N1CCN(c2ccccn2)CC1 under NLRP3 yeast inh: 9
# Result for CCN1C(=O)CC2CCCC1C2 (stereo not given) under SENP1 inh: -1

# Other results follow.
SMILES	SENP7 inh	NLRP3 yeast inh	SENP1 inh	SENP8 block-2	HKDC1 inhibitor	SENP6 block	Apaf-1 inh	PfG6PD inh	SENP8 block-1
COc1ccc(C(=O)NC(C)CCn2cccn2)cc1OC1CCN(C(C)C)CC1 (stereo not given)	-7	-1	-4	-1	-4	3	6	7	-2
CC(=O)Nc1nc(C)c(-c2csc(Nc3cccc(C(C)=O)c3)n2)s1	9	14	1	7	-13	16	17	42	8
Cc1cnn(-c2cc(N/N=C/c3ccc(F)cc3)ncn2)c1	-8	19	-3	-9	-7	-45	6	-2	4
COc1ccc(C(=O)C2CCN(C(=O)c3ccc(OC)cc3)CC2)cc1	8	19	1	1	-7	-11	-10	-10	12
Cc1c(CCC(=O)NCCCCCC(=O)O)c(=O)oc2c(C)c3oc4c(c3cc12)CCCC4	12	5	-1	6	1	-7	14	-5	-269
COCC(C)n1c(COc2ccccc2F)nnc1SCC(=O)c1c(N)n(C)c(=O)n(C)c1=O (stereo not given)	-8	-4	0	-3	-5	-4	-8	-1	16
CC1CCCCC1NC(=O)CCCCCn1c(=S)[nH]c2ccccc2c1=O (stereo not given)	1	0	2	2	-4	-11	11	-21	15
O=C(Nc1ccc(Cl)cc1Cl)c1ccc2c(c1)OCCO2	92*	23	1	90*	0	93*	-3	15	8
Clc1ccc(-c2csc(N/N=C/c3cccnc3)n2)c(Cl)c1	-3	7	-2	-15	-3	-6	19	-8	-56
Cc1cc(Cl)ccc1OC(C)C(=O)Nc1ccccc1N1CCOCC1 (stereo not given)	-8	12	0	-3	5	-13	23	25	17
O=C(CCS(=O)(=O)c1ccccc1)Nc1ccc(S(=O)(=O)Nc2ncccn2)cc1	-8	24	0	0	-2	-23	-4	-19	13
Cn1c(=O)[nH]c(=O)c2c1nc(N1CCCC1)n2CC(O)COc1ccccc1 (stereo not given)	3	8	5	1	0	4	-2	-12	2
CC(C)c1ccc(/C=C2\Oc3c(ccc(O)c3CN3CCN(C)CC3)C2=O)cc1	8	27	-23	-2	-8	7	8	11	-388
CC(=O)CCc1c(C)nc2ccc(C(=O)O)cc2c1Cl	2	25	-17	-7	10	-3	4	2	-57
COc1ccc(/C=C(\C#N)C(=O)OCC(=O)Nc2ccc(C(C)(C)C)cc2)cc1	2	7	-3	0	10	0	-1	4	12
O=C(Nc1cn(-c2ccccc2)nc1-c1ccc(Cl)cc1)c1ccccc1	7	12	4	-4	-11	-26	-7	13	8
COc1ccc(OCc2cccc(C(=O)NN)c2)cc1	6	-4	1	7	3	21	-4	18	9
O=c1c2ccccc2nc(-c2cccs2)n1-c1cccc2ccccc12	12	-16	1	3	7	5	-3	9	-6
O=C(O)CNC(=O)c1ccccc1F	0	13	-1	3	-6	4	3	-7	18
Cc1cccc2cc(CN(Cc3nnnn3Cc3ccco3)C3CCCC3)c3nnnn3c12	-11	9	-8	-4	5	1	27	-10	0

# Continuation:
SMILES	SENP7 inh	NLRP3 yeast inh	SENP1 inh	SENP8 block-2	HKDC1 inhibitor	SENP6 block	Apaf-1 inh	PfG6PD inh	SENP8 block-1
COc1ccccc1NS(=O)(=O)c1cccc(C(=O)N2CC(C)OC(C)C2)c1 (stereo not given)	1	6	2	0	-7	-8	-5	-2	4
COC(=O)CN(C)C(=O)c1ccc(OC)c(OC2CCN(C(C)C)CC2)c1	8	14	0	-2	-4	9	4	-7	3
CC(C)(C)c1ccc(CS(=O)(=O)CC2(O)CCN(C(=O)c3cccc(C(F)(F)F)c3)CC2)cc1	8	1	-1	-1	0	-24	-4	-10	16
O=C(/C=C/Nc1ccc(F)cc1)c1ccco1	69*	-3	-50	74*	-11	83*	1	19	-336
CCC(=O)c1ccc(OCCSc2ncccn2)cc1	15	36	0	-7	0	7	-3	19	4
O=c1c2ccccc2[nH]c(=S)n1Cc1cccnc1	-1	12	2	-1	-6	-5	-13	15	6
O=C(NCC1CC1)c1ccc(Nc2nc3ccc(Br)cc3[nH]2)cc1	1	5	-1	-9	2	-18	13	18	-478
CCOC(=O)N1CCN(C2CC(=O)N(c3ccc(Oc4ccccc4)cc3)C2=O)CC1 (stereo not given)	-3	18	1	-2	-11	-14	3	-5	10
CC(C)C12CN3CC(C(C)C)(CN(C1)C3c1ccccc1O)C2=O (stereo not given)	13	-21	1	5	0	1	10	-19	27
Cn1cc(S(=O)(=O)N2CCN(c3ccccc3F)CC2)c(=O)n(C)c1=O	-4	-5	2	10	-3	14	0	-21	9
O=C(C1CCN(c2ncnc3c2nc2n3CCCCC2)CC1)N1CCCCC1	2	12	-1	-3	-6	-1	6	-1	9
O=C(Nc1cccc(-n2cnnn2)c1)c1cccnc1	3	8	2	-5	-3	-5	0	6	1
Cc1cccc(-c2nc3c(c(SCC(=O)N4CCOCC4)n2)CCCC3)c1	1	21	2	-6	-6	-19	11	-13	12
COc1ccc(C(=O)Nc2cccc(C(C)=O)c2)cc1S(=O)(=O)N1CCOCC1	0	-3	-1	-1	-9	-11	3	-18	28
O=C(CN1CCCCCCC1)NC(=O)NC1CCCCC1	-4	13	2	2	1	-10	-7	-2	12
O=C(CN1C(=O)NC2(CCCC2)C1=O)N1CCN(Cc2ccccc2)CC1	-6	7	-2	-7	0	-17	-3	3	22
Cc1cccc(C)c1NC(=O)CNC(=O)c1c(C)nn(-c2ccccc2)c1Cl	2	1	-1	1	-4	-4	5	-18	19
CC1(C)Cc2c(sc3[nH]c(=O)n(CC(=O)NCC4CCCO4)c(=O)c23)CO1 (stereo not given)	1	16	0	-2	4	-6	1	-9	-26
CCOC(=O)C(=O)Nc1ccccc1C(N)=O	-1	15	5	8	-3	-8	3	1	10
CN(C)S(=O)(=O)c1ccc2c(c1)nc(CCC(=O)NCCc1ccc(Cl)cc1)n2C	-6	2	2	-4	-7	-29	-3	-15	6

# (continued)
SMILES	SENP7 inh	NLRP3 yeast inh	SENP1 inh	SENP8 block-2	HKDC1 inhibitor	SENP6 block	Apaf-1 inh	PfG6PD inh	SENP8 block-1
Cc1cc(C)nc(N(C#N)Cc2ccc([N+](=O)[O-])cc2)n1	-6	11	-1	-10	-6	-26	-4	2	19
CCc1cc(SC#N)cc(C)c1N	3	-17	1	0	-32	-20	6	17	18
CC1CCC(NC(=O)Nc2cccs2)CC1 (stereo not given)	-2	5	-7	-4	-3	0	3	37	5
Cc1ccc(OCC(=O)NC2CCCC2)c(C)c1	-1	22	0	3	4	-14	1	-12	9
COc1ccc(NC(=O)c2ccc(N3C(=O)C4CC=C(Cl)CC4C3=O)cc2)cc1 (stereo not given)	-11	22	-7	-4	3	-8	11	-3	2
CCOc1ccc(S(=O)(=O)N2CCc3ccccc3C2)cc1	-3	32	0	-5	9	-14	-120	-8	21
CCCCCCSc1ccc([C@H]2N[C@@](CC(C)C)(C(=O)OC)[C@H]3C(=O)N(CC)C(=O)[C@@H]23)cc1	0	23	0	0	-2	3	25	24	11
Cc1cc2ncc(Cl)nc2cc1C	-3	14	-4	-11	-11	-18	-14	3	5
Fc1ccc(-n2c(Cc3ccccc3)nnc2SCc2nc(-c3ccc(Cl)cc3)no2)cc1	7	24	-1	6	11	1	27	19	18
CCCc1nnc(SCc2ccc(OC)cc2)n1N	8	2	2	2	0	7	-1	-2	7

# Just SENP1 inh, SENP7 inh and SENP6 block, for four of the compounds above:
SMILES	SENP1 inh	SENP7 inh	SENP6 block
CCOc1ccc(S(=O)(=O)N2CCc3ccccc3C2)cc1	0	-3	-14
CCCCCCSc1ccc([C@H]2N[C@@](CC(C)C)(C(=O)OC)[C@H]3C(=O)N(CC)C(=O)[C@@H]23)cc1	0	0	3
Cc1cc2ncc(Cl)nc2cc1C	-4	-3	-18
Fc1ccc(-n2c(Cc3ccccc3)nnc2SCc2nc(-c3ccc(Cl)cc3)no2)cc1	-1	7	1

# Screening results deposited in PubChem BioAssay by Sanford-Burnham Center for Chemical Genomics.
